Lipid storage S3: qHTS Assay for Lipid Storage Modulators in Drosophila S3 Cells; Drosophila S3 cells, BODIPY lipid droplet fluorescence, 18-24 h; cells fed with added oleic acid; lipid storage change, negative = inhibition, % at the top dose, mostly 46.1 µM; hits show Potency in µM; actives 0.64% (n = 320,000); AID 2685; active = well fitted inhibition curve with a large enough effect in the signal ratio, with a control signal flat, not every such curve was filed as active; inconclusive = small, poorly fitted or top-dose-only effect, or effect the other way, or a change in a side signal; the % refers to the signal ratio
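Laser-scanning cytometry quantifies lipid droplet accumulation (500–530 nm total intensity; droplet/cell object ratio) in oleic acid-fed (400 uM added) Drosophila S3 cells treated with a concentration series. 20 uM Triacsin C defined 100% inhibition.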
Lipid storage S3 cell count max: recorded beside Lipid storage S3, whose call it bears; cell number change, %; measured here: cell count max response;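 cells counted by Cell Tracker Red CMTPX staining in the red channel; peak over a dose series mostly up to 46.1 µM; percent activity relative to internal control wells on each plate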
Starred values were filed as active, the others as inactive; i = inactive; ? = inconclusive; . = not tested or not shown. % is scaled to controls: 0 for no effect and ±100 for the full control effect; potency is read from the fitted curve at half-maximal effect. Only part of the results is shown. The share of hits here may be higher or lower than overall.

Screens in order: Lipid storage S3	Lipid storage S3 cell count max
> CC1(C(=O)OCC(=O)NNC(=O)COc2ccc(Cl)cc2)CC1(Cl)Cl (stereo unspecified)
→ ?	.
> Cc1ccc(N2CC(C(=O)Nc3ccc(S(=O)(=O)N4CCOCC4)cc3)CC2=O)cc1 (stereo unspecified)
→ -21%	2
> Cc1ccc2cccc(O)c2[n+]1[O-]
→ ?	.
> CCOc1ccccc1N1CC(C(=O)NNC(=O)c2cc(OC)c(OC)c(OC)c2)CC1=O (stereo unspecified)
→ ?	.
> C=CCN1C(=O)c2ccc(C(=O)N3CCC(C(=O)OCC)CC3)cc2C1=O
→ ?	.
> C#CCN1c2ccccc2Sc2cccnc21
→ 7%	8
> O=C1CCCN1CCCNc1ccc(S(=O)(=O)N2CCCCC2)cn1
→ i	-4
> COC(=O)C1=C(O)/C(=C\c2ccc(CNS(=O)(=O)c3ccccc3)o2)N=C1C
→ -9%	1
> CCOc1ccccc1N(CC(=O)NCC1CCCO1)C(=O)CNS(=O)(=O)c1ccccc1 (stereo unspecified)
→ 23%	18
> Cc1ccc2c(c1)cc(C(=O)NCc1ccccc1)n2C
→ ?	.
> CC(=O)Nc1cccc(NC(=O)CCCC(=O)O)c1
→ -5%	5
> CC12CCC(C/C1=N/O)C2(C)CBr (stereo unspecified)
→ ?	.
> CCN1/C(=C2/SC(=S)N(NC(C)=O)C2=O)Sc2ccc(Cl)cc21
→ -3%	-18
> C=CCn1c(=O)c2ccccc2n2c(SCc3nc4ccccc4s3)nnc12
→ ?	.
> C=C1C2C[C@H](O)C(C)(C)[C@@]2(O)[C@H](O)C[C@]23C[C@@](C)(O)[C@H](CC[C@H]12)[C@H]3O (stereo partly specified)
→ 2%	9
> O=C(/C=C/c1ccoc1)c1ccccc1O
→ ?	.
> CCOc1ccc(/C(O)=C2\C(=O)C(=O)N(c3ccc(OC)cc3)C2c2ccccc2[N+](=O)[O-])cc1 (stereo unspecified)
→ 4%	5
> COc1ccc(CSc2n[nH]c(C)n2)cc1Br
→ ?	.
> CC(=O)c1c(N2CCN(C(=O)c3ccco3)CC2)nc(=S)n(-c2ccccc2)c1C
→ ?	.
> Cc1ccccc1OCCSc1nc2ncnc(N)c2[nH]1
→ -2%	-19
> CCc1nc(SCc2ccc(OC)cc2)n[nH]1
→ 5%	3
> CC1(c2nnc(-c3ccc(Cl)cc3)o2)CC(c2ccc(Cl)cc2)=NO1 (stereo unspecified)
→ 3%	-6
> Cc1ccc(N2CCN(C3=NC(=O)C(Cc4ccccc4)S3)CC2)cc1 (stereo unspecified)
→ 7%	4
> C/C(=N\NC(=O)c1cccc(S(=O)(=O)Nc2ccc(C)cc2C)c1)c1ccncc1
→ ?	.
> O=C(COc1ccc(Br)cc1)N1CCN(c2ccccc2)CC1
→ ?	.
> CCOc1ccc(S(=O)(=O)N2CCN(Cc3ccco3)CC2)cc1
→ 15%	9
> Cc1ccccc1OCC(=O)NCc1ccccc1
→ 8%	9
> NS(=O)(=O)c1ccc(NC(=O)CSc2ncn[nH]2)cc1
→ 1%	.
> CC(=O)N1CCN(Cc2cc(=O)n3cc(Cl)c(C)c(Cl)c3n2)CC1
→ 10%	7
> O=C(N/N=C/c1ccc(N2CCCCC2)o1)c1ccccc1
→ ?	.
> COc1ccc(Cn2nnc3c(=O)[nH]c(C4CCN(C(=O)c5ccccc5Cl)CC4)nc32)cc1
→ -17%	13
> COc1ccc(S(=O)(=O)N2CCCCC2)cc1NC(=O)C1CC(=O)N(Cc2ccccc2)C1 (stereo unspecified)
→ 22%	11
> CC(=O)Nc1cccc(NC(=O)Nc2cccc3ccccc23)c1
→ ?	.
> Cc1c(Cl)cn2c(=O)cc(CN3CCN(c4ccc(F)cc4)CC3)nc2c1Cl
→ ?	.
> COc1ccc(C(=O)Nc2ccc(C(=O)NCCc3ccc(OC)c(OC)c3)cc2)cc1
→ -10%	11
> CCOc1ccccc1N1C(=O)c2ccc(C(=O)O)cc2C1=O
→ 4.6µM*	-1.3*
> O=C(COC(=O)c1cc(Br)ccc1O)Nc1cccnc1Cl
→ ?	.
> Cc1ccc(C)c(OCCC(=O)OCC(=O)NNC(=O)c2ccccc2)c1
→ -31%	-32
> CCCNC(=O)c1cc2c3ccccc3n(C)c2s1
→ ?	.
> CC1(C)CC(=O)C2=C(C1)N(Cc1ccccc1)C(=O)C2(O)C(F)(F)F (stereo unspecified)
→ 9%	-11
> O=C(c1cc(-c2ccccc2)on1)N1CCN(C(=O)c2ccco2)CC1
→ i	5
> Cn1c(-c2ccc3c(c2)OCO3)cnc1NCc1ccccc1Cl
→ ?	.
> COc1ccc(C(=O)Nc2ccc(NC(C)=O)cc2)cc1S(=O)(=O)N1CCCCC1C (stereo unspecified)
→ -19%	-6
> Cc1ccc(S(=O)(=O)N2CCCC2)s1
→ ?	.
> CCOC(=O)CSC1=C(C#N)C(c2ccc(C)cc2)C(C(=O)OC)C(=O)N1 (stereo unspecified)
→ ?	.
> Cc1cccc(C)c1NC(=O)C1CCCN1C(=O)NCc1ccccc1 (stereo unspecified)
→ ?	.
> Cc1csc2c(C#N)c(=O)c3c(n12)CCC3
→ ?	.
> COc1ccc(-c2cc(C(=O)N3CCCC3)no2)cc1
→ ?	.
> Cc1nc(NC(=O)C2CC2)sc1C(=O)Nc1ccccc1Cl
→ ?	.
> Cc1cc(=O)c2cc(C(=O)c3ccccc3)ccc2[nH]1
→ ?	.
> O=S(=O)(Cc1ccco1)Cc1nc(-c2ccc(Cl)cc2)cs1
→ 10%	1
> COc1ccc(C2C(C#N)=C(N)OC3=C2C(=O)CCC3)cc1OC (stereo unspecified)
→ ?	.
> Cc1cc(C)c2c(N)c(S(=O)(=O)c3ccccc3)sc2n1
→ ?	.
> O=C(NCc1ccco1)C1CC(c2ccc(Cl)c(Cl)c2)=NO1 (stereo unspecified)
→ -14%	2
> COc1ccc(N(CC(=O)N2CCc3ccccc3C2)S(C)(=O)=O)cc1Cl
→ ?	.
> CCOCCOC(=O)COc1ccc(N2C(=O)c3ccccc3C2=O)cc1
→ ?	.
> CCOC(=O)c1ccc(N2C(=O)CC(SCC(N)C(=O)OCC)C2=O)cc1 (stereo unspecified)
→ i	-3
> Cc1nc(N)sc1-c1csc(N(C)c2ccc(O)cc2)n1
→ 18%	-12
> CC(=O)c1ccc(NC(=O)C2CC(=O)N(Cc3ccccc3)C2)cc1 (stereo unspecified)
→ ?	.
> O=S(=O)(NCc1csc(-c2cccnc2)n1)c1cccs1
→ ?	.

Next section:
Screens in order: Lipid storage S3	Lipid storage S3 cell count max
> COc1ccccc1NC(=O)C(C)OC(=O)C1CC(=O)N(c2ccc3c(c2)OCCO3)C1 (stereo unspecified)
→ 8%	5
> COc1ccc(C(=O)C2CCN(C(=S)Nc3ccc(F)cc3)CC2)cc1
→ 7%	11
> COC(=O)CCCC1=CC2=CC(=O)C(C)(OC(=O)c3cccs3)C(=O)C2=CN1CCc1ccccn1 (stereo unspecified)
→ ?	.
> O=C(NNc1nc(-c2ccccc2)cs1)c1ccc(F)cc1
→ ?	.
> Cn1c(SCc2ccc(C(C)(C)C)cc2)nnc1C1COc2ccccc2O1 (stereo unspecified)
→ ?	.
> COc1ccc(/C=C2\CCCC(C(=O)C(F)(F)F)=C2O)cc1
→ i	-5
> Cc1ccc(NC(=O)CSc2nnc(-c3ccccc3Br)o2)cc1C
→ ?	.
> CCOC(=O)C1(Cc2cccc(Cl)c2)CCCN(C(=O)CCC(=O)N(C)C)C1 (stereo unspecified)
→ -4%	9
> CN(C)N=Nc1nc2c(c(=O)n(C)c(=O)n2C)n1C
→ ?	.
> COc1ccc(CN2CCNC(=O)C2CC(=O)N(C)Cc2cc(C)no2)cc1OC (stereo unspecified)
→ ?	.
> Cc1ccc(C(NC(=O)C(C)C)c2cc([N+](=O)[O-])c3cccnc3c2O)cc1 (stereo unspecified)
→ ?	.
> COc1ccc2[nH]cc(C(=O)CNc3nc(C)cs3)c2c1
→ -5%	-22
> CCC(Oc1ccccc1)C(=O)NCCCN1CCOCC1 (stereo unspecified)
→ ?	.
> CCOC(=O)c1[nH]cnc1C(=O)N[C@@H](C)c1ccccc1
→ ?	.
> Cc1ccccc1OCCn1cc(C(=S)N2CCN(C)CC2)c2ccccc21
→ i	.
> CC(C)c1ccc(NC(=O)CSC(C)c2nc3ccccc3c(=O)[nH]2)cc1 (stereo unspecified)
→ ?	.
> O=C(NCc1ccc2c(c1)OCO2)Nc1ccc([N+](=O)[O-])cc1
→ ?	.
> Cc1ccc(NC(=O)CCNS(=O)(=O)c2ccc3[nH]c(=O)oc3c2)c(Cl)c1
→ i	-2
> Cc1cc(C)c2c(c1)/C(=C/C(=O)c1ccc(Br)s1)C(=O)N2
→ ?	.
> COc1cc(S(=O)(=O)N(Cc2ccccn2)Cc2ccco2)ccc1-n1cnnn1
→ -4%	-4
> CC(C)CC(c1nnnn1Cc1ccco1)N1CCN(c2cccc(Cl)c2)CC1 (stereo unspecified)
→ ?	.
> Cc1cc(NC(=O)c2ccc(N(C)S(=O)(=O)c3ccccc3)cc2)no1
→ ?	.
> CCN(C(=O)COC(=O)CCC(=O)c1ccccc1)c1c(N)n(Cc2ccccc2)c(=O)[nH]c1=O
→ -13%	1
> CC(C)=C1C2C=CC1C(C(=O)Nc1cc(C)ccc1C)C2C(=O)O (stereo unspecified)
→ ?	.
> COc1ccccc1CC(=O)NCc1csc(-c2cccs2)n1
→ 4%	5
> COC(=O)[C@H](CCSC)NC(=O)Nc1ccc(C)cc1C
→ 2%	0
> Cc1cc(C)cc(NC(=O)CSc2nnc(-c3ccccc3C)o2)c1
→ 16%	-16
> CN(c1ccccc1)S(=O)(=O)c1cccc(Cl)c1Cl
→ 7%	5
> S=C(Nc1cccnc1)NC1CCCC1
→ ?	.
> COc1ccc(NC(=O)CSc2nc(C)cc(C)n2)c([N+](=O)[O-])c1
→ -11%	-8
> COc1ccc(-c2nc(CSCC(=O)NC3CCCC3)c(C)o2)cc1OC
→ ?	.
> Cc1cccc(C(=O)NNC(=O)c2n[nH]c(=O)c3ccccc23)c1C
→ ?	.
> C=CCCCOc1ccc(C(=O)O)cc1
→ i	.
> Cc1cccc(-c2noc(C3CCCCC3)n2)c1
→ ?	.
> COc1ccccc1CNC(=O)c1ccncc1
→ ?	.
> O=C1CSc2ccc(C(=O)Nc3cccc(S(=O)(=O)Nc4ccc(Br)cc4)c3)cc2N1
→ -18%	-30
> CC(C)CN(C(=O)CN1CCN(c2ccc([N+](=O)[O-])cc2)CC1)c1c(N)n(CC(C)C)c(=O)[nH]c1=O
→ ?	.
> Cc1cc(C(=O)OCC(=O)NC2CCCC2)c2ccccc2n1
→ -10%	0
> COc1ccccc1NC(=O)CSc1nc2ccccc2c(=O)n1C
→ -16%	-18
> CNc1nc(-c2ccccn2)nnc1-c1ccccc1
→ 13%	-1

Record cards, as listed above.
`CC(C)CN(C(=O)CN1CCN(c2ccc([N+](=O)[O-])cc2)CC1)c1c(N)n(CC(C)C)c(=O)[nH]c1=O` in the list: Lipid storage S3 = ?; Lipid storage S3 cell count max = .
`COC(=O)[C@H](CCSC)NC(=O)Nc1ccc(C)cc1C` in the list: Lipid storage S3 = 2%; Lipid storage S3 cell count max = 0

The list goes on:
Screens in order: Lipid storage S3	Lipid storage S3 cell count max
> Cn1nccc1C(=O)Nc1cccc(S(=O)(=O)N2CCOCC2)c1
→ ?	.
> C=CCNC(=O)NC(=O)CSc1nnc(C(F)(F)F)n1C
→ ?	.
> Cn1c(=O)c(C(=O)NNC(=O)c2ccccc2F)c(O)c2ccccc21
→ i	13
> Cc1ccc(S(=O)(=O)N(C)CC(=O)Nc2ccc3c(c2)OCO3)cc1
→ ?	.
> COc1ccc(NC(=O)Nc2nnc(Cc3ccccc3)s2)cc1
→ ?	.
> CCOC(=O)C(=CNc1cc(C)nn1C(C)(C)C)C(=O)OCC
→ ?	.
> Cc1cc(Cl)ccc1C(=O)C1CCCN(C(=O)c2cscn2)C1 (stereo unspecified)
→ -2%	18
> CCCCC(=O)Nc1nc(C)c(-c2csc(Nc3ccc(Cl)cc3)n2)s1
→ -7%	-25
> CCOc1ccc(-c2c(C)n([O-])c3c([n+]2=O)CCCCC3)cc1
→ ?	.
> COc1ccc(S(=O)(=O)N2CCCCC2C)cc1 (stereo unspecified)
→ i	7
> CNC(=O)c1ccc(-c2sc3nc(N4CCOCC4)c4c(c3c2N)CCCC4)o1
→ 10%	-17
> COc1ccccc1OCCCCOc1ccccc1F
→ -9%	.
> Cc1ccc(NC(=O)CCN2C(=O)c3ccccc3C2=O)cc1
→ ?	.
> COC(=O)C(C)n1cnc2c(nnn2-c2ccc(OC)cc2)c1=O (stereo unspecified)
→ 11%	-3
> CN(C)c1nc(Cl)cc(N2CCOCC2)n1
→ ?	.

Among those listed so far, 8 contain fluorine.
Screens in order: Lipid storage S3	Lipid storage S3 cell count max
> Cc1c(Cl)cn2c(=O)cc(CN3CCN(c4ccc(F)cc4)CC3)nc2c1Cl
→ ?	.
> CC1(C)CC(=O)C2=C(C1)N(Cc1ccccc1)C(=O)C2(O)C(F)(F)F (stereo unspecified)
→ 9%	-11
> COc1ccc(C(=O)C2CCN(C(=S)Nc3ccc(F)cc3)CC2)cc1
→ 7%	11
> O=C(NNc1nc(-c2ccccc2)cs1)c1ccc(F)cc1
→ ?	.
> COc1ccc(/C=C2\CCCC(C(=O)C(F)(F)F)=C2O)cc1
→ i	-5
> C=CCNC(=O)NC(=O)CSc1nnc(C(F)(F)F)n1C
→ ?	.
> Cn1c(=O)c(C(=O)NNC(=O)c2ccccc2F)c(O)c2ccccc21
→ i	13
> COc1ccccc1OCCCCOc1ccccc1F
→ -9%	.

Screening data deposited in PubChem by National Center for Advancing Translational Sciences (NCATS).
